MBNL1 CUG block – inhibitors of human MBNL1 binding to CUG repeat RNA; Q9NR56; TR-FRET MBNL1-His/biotin-(CUG)12 binding, 665/545 ratio; Potency, µM (highest dose often 57.5 µM), for inactives: top-dose activity change, negative = inhibition, actives largely listed as inhibitors; 280,000 compounds, 0.036% hits; active = well fitted inhibition curve with a large enough effect in the signal ratio, with a control signal flat, not every such curve was filed as active; inconclusive = small, poorly fitted or top-dose-only effect, or effect the other way, or a change in a side signal; inactive = no such curve, though single readings can be large or run the other way; the % refers to the signal ratio; also: % is scaled to controls: 0 for no effect and ±100 for the full control effect
Target sequence (Q9NR56 whole entry, looked up): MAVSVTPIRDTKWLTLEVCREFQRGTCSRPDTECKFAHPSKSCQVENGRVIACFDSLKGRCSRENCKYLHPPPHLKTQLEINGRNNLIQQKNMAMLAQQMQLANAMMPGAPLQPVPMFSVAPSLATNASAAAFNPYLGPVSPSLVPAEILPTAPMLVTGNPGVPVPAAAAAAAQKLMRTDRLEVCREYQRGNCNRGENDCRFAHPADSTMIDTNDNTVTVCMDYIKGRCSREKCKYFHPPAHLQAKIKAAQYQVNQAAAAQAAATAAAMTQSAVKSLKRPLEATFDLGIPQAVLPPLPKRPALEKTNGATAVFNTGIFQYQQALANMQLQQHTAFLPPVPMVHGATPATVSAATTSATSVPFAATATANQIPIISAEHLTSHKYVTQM
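His-tagged MBNL1 binding to biotinylated (CUG)12 RNA was measured by TR-FRET using terbium anti-His antibody (0.055 ng/ul final) and streptavidin-XL665 (5 nM final). Compounds were titrated 92 nM to 58 uM; 60 min at room temperature.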
ELG1 genotox – inducers of genotoxicity in HEK293T ELG1-luciferase cells; HEK293T ELG1-luciferase reporter, luminescence, 16 h; Potency, µM (top dose mostly 46 µM), inactives show at the highest dose activity change, positive = activation, most hits filed as activators; 330,000 compounds, 1.3% hits; AID 504466; also: % of control where 0% means no effect; nearly all actives have a fitted effect of over 60% in size
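HEK293T cells expressing luciferase-tagged ELG1 were treated with compound or DMSO for 16 hr at 37°C. Luciferase activity was then read after 30 min with ONE-Glo at room temperature; rising signal flags genetic stress.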
BRCA1 expr act – increases BRCA1 expression. Potency, µM (titrated, usually from 46.1 µM), without a hit: at the highest dose activation, most hits filed as activators. 380,000 compounds, 1.1% hits. MCF7-BRCA1-FFLuc reporter, luminescence, 48 h; response scale: scaled: vehicle 0%, 10 µM genistein 100%; also: nearly all actives have a fitted effect of over 80% in size; some results filed as inactive show a strong effect at the top dose
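Reporter cells (MCF7, BRCA1 promoter-firefly luciferase) received library compounds across a concentration series for 48 h. End-point luminescence was measured and concentration-effect curves derived after normalization.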
uPA generation – inhibitors of cell surface uPA generation; cell surface uPA generation assay, qHTS; 330,000 compounds, 0.31% hits; Potency, µM (series often up to 38.3 µM), for the others: at the highest dose activity change, negative = inhibition, actives largely listed as inhibitors; active = well fitted inhibition curve with a large enough effect; inconclusive = small, poorly fitted or top-dose-only effect; inactive = no such curve, though single readings can be large or run the other way; tested in mouse RAW 264.7 cells; also: % is scaled to controls: 0 for no effect and ±100 for the full control effect; nearly all actives have a fitted effect of over 55% in size
p53 reactivation – restores transcriptional activity of mutant p53 | Potency, µM (titrated, usually from 92.2 µM), for the others: at the highest dose activity change, positive = activation, actives largely listed as activators | 320,000 compounds, 0.063% hits | H1299 p53-A138V BP100-luciferase reporter, luminescence, 24 h | AID 504706; also: % of control where 0% means no effect; nearly all actives have a fitted effect of over 45% in size
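p53-null H1299 cells stably carrying temperature-sensitive p53-A138V and a BP100-luciferase reporter were pinned with compounds (4-point, 1:5 series) and held 24 hrs at 37 deg C. Luminescence was read 10 min after detection reagent.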
RORg inh – blocks mouse ROR gamma transcriptional activity. Drosophila S2 Gal4-RORgamma UAS-luciferase reporter, 20 h. Potency, µM (series often up to 53.6 µM), without a hit: at the highest dose activity change, negative = inhibition, usual class: inhibitors. 310,000 compounds, 5.4% hits. AID 2551; also: % is scaled to controls: 0 for no effect and ±100 for the full control effect; nearly all actives have a fitted effect of over 60% in size
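Drosophila Schneider cells stably carrying a metallothionein-driven Gal4 DBD–ROR gamma fusion and a UAS-Photinus luciferase reporter were exposed to compound for 1 hr, then induced with copper sulfate (700 uM final) for 20 hr at ambient temperature before luminescence reading.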
Rab9 promoter act – activates the Rab9 promoter | Potency, µM (highest dose often 9.22 µM), without a hit: at the highest dose activation, negative = inhibition, actives largely listed as activators | Huh7 Rab9 promoter-luciferase reporter, luminescence, 24 h | 320,000 compounds, 2.8% hits | AID 485297; also: % of control where 0% means no effect; nearly all actives have a fitted effect of over 60% in size
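Rab9 promoter-driven luciferase in stably transfected Huh7 cells; 1500 cells/well rested 2 h, exposed to compound in DMSO for 24 h at 37 °C, 5% CO2. Luminescence read 10 min after adding luciferase reagent at ambient temperature.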
Gal4-VP16 FLuc – Gal4-VP16 reporter inhibition counter-screen; Drosophila S2 Gal4-VP16 UAS-luciferase, luminescence, 20 h; Potency, µM (titrated, usually from 53.6 µM), for inactives: at the top dose activity, negative = inhibition, most hits filed as inhibitors; 310,000 compounds, 3.5% hits;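 also: Gal4-VP16 expression switched on by copper sulfate through the metallothionein promoter; % is scaled to controls: 0 for no effect and ±100 for the full control effect; nearly all actives have a fitted effect of over 50% in size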
FLuc counter – counter-screen for miR-21 project: firefly luciferase inhibitors or activators; purified FLuc, Km substrates, luminescence inhibition; P08659; AID 588342; 360,000 compounds, 6.9% hits; Potency, µM (highest dose often 57.5 µM), for inactives: at the highest dose activity change, negative = inhibition, actives largely listed as inhibitors;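 also: plate controls were vehicle for no effect and reference inhibitor for full effect; nearly all actives have a fitted effect of over 55% in size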
Target sequence (P08659 whole entry, looked up): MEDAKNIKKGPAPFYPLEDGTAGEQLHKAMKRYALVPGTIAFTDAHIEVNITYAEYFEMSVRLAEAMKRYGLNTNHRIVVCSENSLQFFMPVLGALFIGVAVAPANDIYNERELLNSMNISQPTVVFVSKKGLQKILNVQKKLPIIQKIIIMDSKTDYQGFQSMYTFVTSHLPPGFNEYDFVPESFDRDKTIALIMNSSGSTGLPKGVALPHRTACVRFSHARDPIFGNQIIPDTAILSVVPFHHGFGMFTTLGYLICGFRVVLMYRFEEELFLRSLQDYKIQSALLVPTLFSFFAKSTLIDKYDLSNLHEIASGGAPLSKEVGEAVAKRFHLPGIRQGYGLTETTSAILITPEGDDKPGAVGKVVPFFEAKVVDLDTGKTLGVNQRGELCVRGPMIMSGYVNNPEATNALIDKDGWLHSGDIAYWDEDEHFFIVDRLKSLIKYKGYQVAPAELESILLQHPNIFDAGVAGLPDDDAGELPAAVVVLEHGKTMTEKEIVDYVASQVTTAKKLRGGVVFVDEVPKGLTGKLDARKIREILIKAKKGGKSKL
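Purified P. pyralis luciferase, 10 nM final, with Km-level 10 uM D-luciferin and 10 uM ATP in 50 mM Tris acetate pH 7.5, 10 mM Mg acetate, 0.01% Tween-20, 0.05% BSA; 6-point qHTS titration about 60 µM downward; luminescence read.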
NPC1 prom act – NPC1 promoter activation. Huh7 NPC1 promoter luciferase reporter, 24 h. Potency, µM (titrated, usually from 9.22 µM), without a hit: at the highest dose activation, actives largely listed as activators. 320,000 compounds, 2.4% hits. AID 485313;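 also: % of control where 0% means no effect; nearly all actives have a fitted effect of over 60% in size; reporter is driven by a mutant NPC1 promoter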
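Cells: Huh7 expressing luciferase under the NPC1 promoter, 1500/well. Seeded 2 h, compound added, incubated 24 h at 37 °C. Luciferase reagent, 10 min ambient, then luminescence.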
* hit, by the source's call; u = inconclusive; x = no result given; [ ] = remark or other dose. Unless noted, calls follow the shape of the dose curve; as a rule, active = well fitted curve in the direction sought with a large enough effect; inconclusive = small, poorly fitted or top-dose-only effect, or another doubt; inactive = no such curve, though single readings can be large; an effect the other way counts as inactive or inconclusive. Potency is read from the fitted curve at half-maximal effect.

SMILES | MBNL1 CUG block | ELG1 genotox | BRCA1 expr act | uPA generation | p53 reactivation | RORg inh | Rab9 promoter act | Gal4-VP16 FLuc | FLuc counter | NPC1 prom act
CCCCn1c(SCc2nc(N)nc(N3CCCCC3)n2)nc2c1c(=O)n(C)c(=O)n2C | -7% | 1% | -10% | -4% | -5% | 24% | -3% | 5% | 0% | -4%
CC(=O)c1sc(NC(=O)C2=NN(c3ccccc3)C(=O)CC2)nc1C | u | 0% | -12% | 1% | -2% | u | 1% | 7% | -8% | -3%
COc1ccc(-c2cc(C(F)F)n3ncc(C(=O)N4CCSCC4)c3n2)cc1 | 23% | 1% | -33% | -12% | -9% | 1% | -3% | 5% | -2% | 1%
CCN1CCN(C(CNS(=O)(=O)c2cccs2)c2cccnc2)CC1 (stereo not drawn) | 5% | 0% | 61% | 1% | -3% | -9% | -2% | -14% | 1% | -2%
CCN(CC)CCCNC(=S)N(Cc1cccs1)Cc1cc2cc3c(cc2[nH]c1=O)OCCO3 | -14% | 4% | -25% | 0% | u | -4% | -7% | -12% | -4% | 4%
O=C1C=C(c2ccc(C(=O)O)c(Cl)c2)C[C@@H](c2ccc3c(c2)OCO3)C1 | x | 6% | 29% | 8% | 9% | x | x | x | x | x
N#C/C(=C\c1ccccc1O)C(=O)Nc1cccnc1 | u | u | 1% | 1% | 3% | 32% | 1.6µM* | -7% | 3µM* | 2.8µM*
Cc1ccc(SCCC(=O)N(C)C)cc1 | -7% | u | 55% | 6% | -2% | -12%[0.365 µM] | 27% | x | u | 15%
Cc1c(Cl)c([N+](=O)[O-])nn1CC(=O)N1CCc2ccccc2C1 | u | 1% | -15% | 3% | 2% | u | 3% | -7% | -4% | -1%
COc1ccccc1CNC(=O)CN(C)S(=O)(=O)c1cccc2cccnc12 | -3% | -4% | -9% | 1% | -3% | -34% | -3% | 7% | 7% | -4%
COC(=O)Nc1nc(C)c(C(=O)N(C)C)s1 | -1% | 4% | 3% | -3% | 2% | 10% | -2% | -3% | -2% | -2%
CCCCC(C(=O)NC(C)(C)C)N(Cc1ccccc1Cl)C(=O)c1snc(C(N)=O)c1N (stereo not drawn) | -3% | -13% | -74% | -1% | 3% | 4% | -7% | -5% | 0% | 2%

An excerpt from above in order of their number in p53 reactivation, smallest number first:
Molecule | MBNL1 CUG block | uPA generation | p53 reactivation | RORg inh | Rab9 promoter act
COC(=O)Nc1nc(C)c(C(=O)N(C)C)s1 | -1% | -3% | 2% | 10% | -2%
N#C/C(=C\c1ccccc1O)C(=O)Nc1cccnc1 | u | 1% | 3% | 32% | 1.6µM*
O=C1C=C(c2ccc(C(=O)O)c(Cl)c2)C[C@@H](c2ccc3c(c2)OCO3)C1 | x | 8% | 9% | x | x

Next part.
SMILES | MBNL1 CUG block | ELG1 genotox | BRCA1 expr act | uPA generation | p53 reactivation | RORg inh | Rab9 promoter act | Gal4-VP16 FLuc | FLuc counter | NPC1 prom act
OCC1=C[C@@H](O)C2C=CO[C@@H](O[C@@H]3O[C@H](CO)[C@@H](O)[C@H](O)[C@H]3O)C12 (stereo partly drawn) | x | 0% | 18% | -11% | 4% | x | x | x | x | x
O=C(CCC1CCCCC1)NNC(=O)c1cnccn1 | -5% | -3% | -26% | -3% | 8% | u | -5% | u | -2% | 1%
N#CNC(=Nc1cccc(F)c1)SCc1ccccc1 | -2% | 0% | -30% | u | 25% | 30% | -5% | 5% | 7% | -2%
COc1ccc(C)cc1C(=O)CCC(=O)N1CCN(c2ccccc2F)CC1 | x | -6% | 10% | 4% | -7% | x | 0% | x | -9% | 1%
Cc1ccc(NC(=O)COC(=O)CN2CCCCCC2=O)cc1C | x | -3% | -1% | -26% | -1% | x | -2% | x | 6% | 0%
COc1ccc(OC)c(NC(=O)c2ccc3c(c2)OCO3)c1 | -2% | 8% | -15% | -23% | 4% | u | 13% | -4% | 21µM* | 15%
S=C(Nc1ccc(Cl)cc1)c1sc(N2CCCCC2)nc1N1CCOCC1 | 15% | 0% | -21% | 1% | 6% | 0% | -2% | -7% | 2% | 2%
COC(=O)CSc1nnc([C@H](Cc2ccccc2)NC(=O)OC(C)(C)C)o1 | -3% | 5% | -12% | 1% | 2% | -1% | -1% | -6% | -5% | 3%
CC1(C)CC(=O)C=C(Nc2ccc(F)cc2F)C1 | -8% | 0% | -6% | -3% | -5% | -10% | 9% | -20% | 3% | 1%
COc1cccc2cc(C(C)N(CCCN3CCOCC3)C(=S)Nc3cc(C)ccc3C)oc12 (stereo not drawn) | -8% | -4% | -12% | -1% | 2% | 11µM* | -11% | 6%[10 µM] | 0% | -2%
CCC/C=C1/CCCOC(C(=O)NCc2cc(C)n(C)n2)(C(F)(F)F)C1 (stereo not drawn) | x | x | -32% | -3% | x | -11% | x | 6% | x | x
CCn1cc(S(=O)(=O)CC(=O)Nc2ccc3c(c2)OCCO3)c2ccccc21 | 2% | -2% | 2% | 3% | -3% | 11% | -2% | 0% | u | -2%
NNc1nc2ccc(Cl)cc2s1 | -8% | -1% | -69% | -2% | u | u | u | u | u | u
CSCCC(=O)NC1CC(C)(C)Cc2c1cnn2-c1ccccc1C (stereo not drawn) | -1% | 1% | 0% | -3% | -3% | 23% | 0% | -6% | -1% | -1%
COc1ccc(OC(C)C(=O)Nc2ccc(F)cc2F)cc1 (stereo not drawn) | -2% | 0% | 25% | -5% | 1% | 5% | -5% | -11%[10 µM] | -1% | -3%
O=C(Nc1cccnc1)c1cc(F)cc(F)c1 | -1% | 0% | 0% | -4% | 5% | 5% | -5% | 1% | 4% | -8%
O=C(CSc1ccc(-c2cccc([N+](=O)[O-])c2)nn1)NCc1ccccc1 | u | -14% | -10% | 3% | -1% | -18% | -2% | 22% | 0% | -10%
CC1C/C(=C/c2ccco2)C(=O)/C(=C/c2ccco2)C1 (stereo not drawn) | 10% | u | x | x | -21% | 31% | -1% | 17% | u | -1%
Cc1cc(C)n2c(-c3ccccc3Cl)nnc2n1 | -13% | 0% | -2% | 4% | -6% | -1% | 2% | -11% | -2% | 0%
COC(=O)c1ccc(COc2ccc(/C=C/C(=O)c3ccc(OC)c(CSCC(=O)O)c3)cc2OC)cc1 | 4% | -12% | -17% | -8% | -5% | u | 0% | -12% | u | 7%
CCCC(=O)C1=C(O)C(C(=O)OC)C(C)(C)CC1=Nc1cccc([N+](=O)[O-])c1 (stereo not drawn) | u | -1% | -12% | -7% | x | 13% | 0% | -9% | 2% | -1%
O=C1CN(C(=O)CC2C(=O)NCCN2Cc2ccccc2C(F)(F)F)CCN1 (stereo not drawn) | -6% | 8% | -7% | 4% | 18% | -1% | -7% | -13% | 1% | 1%
O=C(NCc1ccccc1)C1c2ccccc2Oc2ccccc21 | -9% | 1% | -25% | u | 0% | 18% | 4% | 5% | 7% | -3%
CSCC(O)Cn1ncc2ccccc2c1=O (stereo not drawn) | -10% | 7% | 30% | 14% | 9% | 21% | 19% | -18% | -14% | 5%
O=C(CS(=O)(=O)c1cn(CC(=O)N2CCOCC2)c2ccccc12)NCc1ccc(F)cc1 | -5% | -2% | 8% | 12% | 19% | -11% | -2% | -8% | 0% | -1%
Cc1[nH]c2c(ccc3cccnc32)c1C | 2% | 5% | 55% | 5% | 8% | 0% | 18% | -28% | 24µM* | 11%
CC(C)(C)NC(=O)CN(C(=O)CNS(=O)(=O)c1ccc(Cl)cc1)c1ccc2c(c1)OCCO2 | -2% | 4% | -1% | 6% | 14% | 17% | -3% | 1% | -1% | 0%
CCc1c(C)nc2cc(-c3ccc(OC)cc3)[nH]n2c1=O | 6% | 13% | 8.9µM* | -5% | 7% | -25% | u | 18% | u | 25%
CCCCNC(=O)CCCn1c(=O)c2ccccc2n(CC(=O)NCCC2=CCCCC2)c1=O | -5% | 0% | -5% | 4% | -3% | 17% | -7% | 3% | 1% | -1%
CC(C)c1[nH]nc2c1C(C(C)C)C(C#N)=C(N)O2 (stereo not drawn) | 8% | -5% | -20% | 1% | u | 0% | -10% | 0% | 4% | -1%
CCc1nn(CC(=O)NCCCN(Cc2ccccc2)C(C)C)c(=O)c2cc3sccc3n12 | -4% | 0% | 2% | 5% | -21% | -22% | 3% | 0% | 1% | -2%
COCCN(C(=O)COC(=O)CCCOc1ccccc1)c1c(N)n(Cc2ccccc2)c(=O)[nH]c1=O | x | 2% | 20% | 1% | 9% | x | -3% | x | 0% | -4%
O=C(CCc1ccc(S(=O)(=O)N2CCOCC2)cc1)Nc1ccccc1F | x | -2% | 3% | -14% | 5% | x | x | x | x | x
O=C1C2C3C=CC(C3)C2C(=O)N1c1nccs1 (stereo not drawn) | 1% | -2% | 5% | x | -2% | 4% | 1% | 2%[0.365 µM] | -1% | -1%
CCOc1ccc(-n2c(O)c(/C=N/NC(=O)C3COc4ccccc4O3)c3ccccc3c2=O)cc1 (stereo not drawn) | 7% | -6% | -76% | 1% | 8% | 3.2µM* | -2% | 4.5µM* | 1% | -1%
O=C(Cc1ccc(NC2=NC3CS(=O)(=O)CC3S2)cc1)NCc1ccccc1 (stereo not drawn) | -8% | 6% | -7% | -59% | 6% | -4% | 2% | -1% | 2% | 0%
CC(C)Cn1c(=S)[nH]c2cc(C(=O)NCc3ccccc3F)ccc2c1=O | x | 0% | -23% | 6% | 17% | x | 0% | x | x | -1%

Bioassay records deposited in PubChem BioAssay by National Center for Advancing Translational Sciences (NCATS).
